Compound activity deposited in PubChem by several laboratories.
Shn3 3UTR inh – reduces Shn3 3'UTR luciferase signal in osteoblasts; Clone20 osteoblast Shn3 3'UTR firefly luciferase, 24 h; inhibition, % at 12.5 µM; 360,000 compounds, 0.52% hits;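 active = mean inhibition of at least 75% with every replicate also reaching 75%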;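 note: 0% = median of neutral control wells and 100% = pilot-screen positive control compound; some compounds past the cut are filed as inactive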
CF NFkB block – blocks PAF-induced NF-kB reporter in cystic fibrosis cells; KKLEB NF-kB-GFP reporter, GFP fluorescence overnight; inhibition, % at 5 µM; 360,000 compounds, 0.86% hits;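 active = at least 50% inhibition at 5 µM, scaled per plate between neutral and stimulator controls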;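 note: PAF is a Pseudomonas aeruginosa culture filtrate used as stimulus; plate controls were PAF-stimulated DMSO wells for no effect and unstimulated DMSO wells for full effect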
KKLEB tox – reduces viability of KKLEB cystic fibrosis airway cells | KKLEB CF airway cells viability, ATPlite luminescence, overnight; stronger effect = lower value; cells stimulated with P. aeruginosa culture filtrate | activity change (cytotoxicity), % at 5 µM | 360,000 compounds, 0.36% hits;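 active = corrected activity change at or below -50% at 5 µM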
TWEAK-Fn14 inh – TWEAK-Fn14 signaling inhibition; TWEAK-stimulated Fn14 reporter cells, luciferase luminescence, 8 h; inhibition, % at 10 µM; 360,000 compounds, 2% hits; in the data active = inhibition above about 50%
C8 TRAIL sens – sensitizes caspase-8 expressing cells to TRAIL; NB7+C8 cells + TRAIL, ATPlite viability luminescence; inhibition (viability loss, TRAIL sensitization), % at 10 µM; 360,000 compounds, 1% hits; AID 624354;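 active = compounds causing at least 50% loss of cell viability in the single-dose screen, relative to plate controls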
LMP1 NFkB inh – inhibitors of Epstein-Barr LMP1-induced NF-kappaB reporter. LMP1-induced NF-kappaB luciferase reporter cells, luminescence. inhibition, % at 12.5 µM. 350,000 compounds, 0.69% hits; in the data active = inhibition above about 41%;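 note: 0% = neutral control wells and 100% = reference inhibitor control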
TROY signal inh – inhibitors of TROY-dependent NF-kB signaling | Q293 LMP1-TROYcd NF-kB luciferase reporter, 4 h | inhibition, % at 10 µM | 360,000 compounds, 0.98% hits | AID 1347056;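 active = compounds whose plate-normalised and pattern-corrected inhibition of the luciferase reporter signal at the single screening dose is 50% or more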
NCOA3 inh – inhibits human SRC3 coactivator; HEK293 GAL4-SRC3 luciferase reporter, luminescence; inhibition, % at 3.6 µM; 360,000 compounds, 0.17% hits; AID 588352;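 active = inhibition above a per-campaign cutoff, the mean of all compounds plus 3 SD, cut at about 60% in these data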;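 note: 0% = DMSO-treated cells and 100% = gossypol-treated cells at 36 µM; higher means less SRC3-driven luciferase light from the GAL4 reporter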
NCOA1 inh – inhibits human SRC1 coactivator | HEK293 GAL4-SRC1 luciferase reporter, luminescence | inhibition, % at 3.6 µM | 360,000 compounds, 0.12% hits | AID 588354;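 active = inhibition above the campaign mean plus 3 SD, with each screening campaign given its own cutoff, cut at about 60% in these data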;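 note: 0% = DMSO treated cells and 100% = gossypol at 36 µM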
NR2F2 inh – blocks human COUP-TFII nuclear receptor; inhibition, % at 8.6 µM; AID 686940; HEK293T NGFI-A luciferase reporter, luminescence; P24468; 370,000 compounds, 0.7% hits;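 active = inhibition above a per-plate cutoff, mean inhibition of test wells between control levels plus 3 SD, cut at about 38% in these data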;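 note: cells cotransfected with COUP-TFII expression vector driving the NGFI-A reporter; 0% = median of COUP-TF2 test wells and 100% = reporter-only cells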
Target sequence (P24468 whole entry, looked up): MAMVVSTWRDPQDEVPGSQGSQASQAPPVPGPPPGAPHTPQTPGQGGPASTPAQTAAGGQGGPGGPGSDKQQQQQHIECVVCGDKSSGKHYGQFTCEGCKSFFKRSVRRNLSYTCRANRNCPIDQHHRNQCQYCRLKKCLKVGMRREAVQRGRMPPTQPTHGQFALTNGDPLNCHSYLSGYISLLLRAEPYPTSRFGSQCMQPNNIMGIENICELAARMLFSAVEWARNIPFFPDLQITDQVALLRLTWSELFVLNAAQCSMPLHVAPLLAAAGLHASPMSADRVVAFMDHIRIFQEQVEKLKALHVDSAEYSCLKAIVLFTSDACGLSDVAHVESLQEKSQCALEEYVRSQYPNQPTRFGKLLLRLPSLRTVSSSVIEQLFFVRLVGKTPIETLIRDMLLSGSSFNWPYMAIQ
NR5A2 inv ag – inverse agonists of human LRH-1 (NR5A2). O00482. HEK293T StAR-luciferase reporter, LRH-1 transfected, 24 h. inhibition, % at 3.6 µM. AID 602396. 360,000 compounds, 0.13% hits;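 active = inhibition above the mean inhibition of all tested compounds plus 3 SD, cut at about 73% in these data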;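 note: 0% = DMSO wells and 100% = reporter-only cells lacking LRH-1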
Target sequence (O00482 whole entry, looked up): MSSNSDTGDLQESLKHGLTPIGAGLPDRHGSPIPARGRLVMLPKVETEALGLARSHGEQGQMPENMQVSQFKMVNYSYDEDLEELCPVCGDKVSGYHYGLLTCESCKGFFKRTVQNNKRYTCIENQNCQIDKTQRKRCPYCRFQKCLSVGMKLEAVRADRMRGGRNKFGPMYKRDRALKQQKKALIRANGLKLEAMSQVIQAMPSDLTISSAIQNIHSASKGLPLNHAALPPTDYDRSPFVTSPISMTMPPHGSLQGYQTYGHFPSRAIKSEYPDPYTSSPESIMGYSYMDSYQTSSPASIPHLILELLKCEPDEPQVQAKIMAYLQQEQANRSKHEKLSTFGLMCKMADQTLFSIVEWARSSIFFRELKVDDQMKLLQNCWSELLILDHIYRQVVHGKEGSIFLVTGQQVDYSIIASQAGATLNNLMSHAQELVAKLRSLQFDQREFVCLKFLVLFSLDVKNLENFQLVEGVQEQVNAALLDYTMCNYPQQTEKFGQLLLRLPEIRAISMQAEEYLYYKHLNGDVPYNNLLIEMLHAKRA
* marks the source's active call; other numbers are inactive results; x = no result given.

SMILES	Shn3 3UTR inh	CF NFkB block	KKLEB tox	TWEAK-Fn14 inh	C8 TRAIL sens	LMP1 NFkB inh	TROY signal inh	NCOA3 inh	NCOA1 inh	NR2F2 inh	NR5A2 inv ag
Cc1cc(C)c(S(C)(=O)=O)c(=O)[nH]1	-2	-7	9	-7	-3	9	14	10	-9	-13	-15
CCOc1ccccc1CNCCOC	3	-1	2	3	-4	11	-1	20	-12	2	10
O=C(CSc1ncccn1)NC1CCCC1	1	-4	-4	-10	5	1	4	-7	3	-10	-17
FC(F)C(F)(F)C1=CC(c2cccs2)=NCCN1	36	-1	3	13	-2	-1	-5	15	-9	11	4
CCOc1ccc(S(=O)(=O)NCc2ccncc2)cc1NC(=O)c1ccccc1	73	0	-3	27	11	17	33	28	-10	59*	21
CCOC(=O)c1cnc(-n2nc(C)cc2C)nc1N1CC(C)OC(C)C1 (stereo not given)	-2	0	-11	-11	-17	-1	-5	9	-4	2	-6
CS(=O)(=O)N(CC(=O)NCCc1ccccc1)c1cccc([N+](=O)[O-])c1	-9	-8	-2	-5	2	-11	-2	-1	-9	6	-13
CCCCCc1c(O)nc(SCC(=O)NCC2CCCO2)[nH]c1=O (stereo not given)	-36	13	-1	-8	-7	0	-1	5	10	12	-14
COCCCNC(=O)[C@H](CSCc1ccccc1)N1Cc2ccccc2C1=O	16	16	6	-16	-2	1	4	9	19	0	5
N#CCC(=O)N/N=C/c1cn(Cc2ccc(Cl)c(Cl)c2)c2ccccc12	30	0	-14	-17	16	-2	34	4	5	12	14
CC(C)(C)c1ccc(NC(=O)c2ccsc2)cc1	-107	-20	-32	3	69*	x	-15	-95	-84	-72	-150
Cc1ccc(OCc2nnc(SCC(=O)C(C)(C)C)n2Cc2ccco2)cc1	10	12	0	8	2	-5	-4	-2	-4	-2	-7
CN(CC(=O)Nc1ccccc1Br)C(=O)c1ccc2c(=O)n3c(nc2c1)CCC3	-1	-4	10	3	1	-1	0	7	-9	28	11
COc1ccc(CCNC(=O)c2cc(S(=O)(=O)N3CCCCC3)ccc2Cl)cc1	15	14	4	3	-13	1	27	9	-4	-5	2
COc1cc(C(=O)Nc2nc(N)n(-c3ccccc3)n2)cc(OC)c1OC	-9	-9	-3	-4	-2	1	-23	22	-24	-5	8
COc1ccc(CCN(C)C(=O)COc2ccc(N(C)S(=O)(=O)c3ccc(C)cc3)cc2)cc1OC	23	37	0	-9	4	8	1	5	-16	-23	5
O=C(/C=C/c1ccc2ccccc2n1)N1CCN(S(=O)(=O)c2ccccc2F)CC1	36	36	-23	5	13	5	0	-2	-14	-2	5
CCOc1cc(C(=O)N2CCC3(CC2)NCCc2[nH]cnc23)cc(OCC)c1OCC	-8	4	6	4	1	x	-34	-4	0	-3	-1
CCOC(=O)c1ccc(NC(=O)CCS(=O)(=O)c2cccc3nonc23)cc1	14	-8	15	4	7	2	-17	3	7	9	18
Cc1cccc(NC(=O)CSCC(=O)Nc2cccc(S(=O)(=O)N3CCCCCC3)c2)c1	6	8	2	7	-13	-7	5	6	8	14	-6
CCOc1cccc(C(=O)NC(=S)Nc2cccc(NC(=O)c3ccccc3Cl)c2)c1	-5	-2	8	18	13	-2	-8	0	-9	-1	10
Cc1ccc2nc(N3C(=O)CNC3=S)sc2c1	3	14	-9	27	32	-3	-41	-84	-161	-37	-112
CC(=O)Nc1ccc(Nc2ccc([N+](=O)[O-])cn2)cc1	-9	-8	-9	-20	-20	-1	-17	-7	-15	12	-3
CC(=O)Nc1ccc(C(=O)NCCN2CCOCC2)cc1	2	-4	-5	-15	-2	7	1	-10	-9	-11	5
COc1cc(/C=N/OCC(=O)Nc2ccc(OC(F)F)cc2)ccc1OCc1ccccc1	6	-9	-4	34	5	-10	-28	-23	-27	-9	-54

(listing goes on)
SMILES	Shn3 3UTR inh	CF NFkB block	KKLEB tox	TWEAK-Fn14 inh	C8 TRAIL sens	LMP1 NFkB inh	TROY signal inh	NCOA3 inh	NCOA1 inh	NR2F2 inh	NR5A2 inv ag
O=C(NCCc1ccccc1)C(=O)NCc1ccncc1	15	-10	1	9	-5	-9	-3	15	0	-6	-13
Cc1ccc(-c2nnc(Nc3ccc(O)cc3)c3ccccc23)cc1S(=O)(=O)NCCO	-9	5	-2	-7	-13	4	15	10	-19	1	9
CCCc1nc(SCC(=O)NCc2ccco2)c2c(=O)n(C)c(=O)n(C)c2n1	0	9	3	7	32	66*	6	-25	-16	0	13
CN=C(c1ccc([N+](=O)[O-])cc1)N1CCCCC1	-4	-4	3	-8	-8	1	-5	-8	10	-1	-14
Cc1ccc(OCC(=O)N/N=C\c2cccs2)c([N+](=O)[O-])c1	-51	-15	10	-21	2	-4	-27	-4	-52	-16	-4
CCOC(=O)CN1CC23C=CC(O2)C(C(=O)NC2CCCCC2)C3C1=O (stereo not given)	-3	4	3	0	13	-13	-10	-1	-5	-10	0
Nc1ccc(N2CCOCC2)cc1C(F)(F)F	-16	7	12	-24	16	4	-8	4	6	-12	-6
CCn1c(C)nc2cc(N)ccc21	2	-3	4	32	25	-3	36	20	2	17	-3
O=C(NCCCN1CCCCC1)C1(S(=O)(=O)c2ccc(Cl)cc2)CC1	-3	0	-12	-9	-14	15	0	-6	-9	7	19
NC(=O)C1=C[C@H](c2coc3ccccc3c2=O)C[C@H](OCCCCO)O1	4	3	-12	-1	1	2	3	-26	-11	11	-14
O=C(COC(=O)c1ccncc1)c1ccc(Cl)c(Cl)c1	4	4	7	24	10	3	-13	15	-2	2	-1
CC(NS(=O)(=O)c1ccc(F)cc1)C(c1cccs1)N1CCOCC1 (stereo not given)	0	6	4	19	-7	-6	1	3	1	-10	-25
O=C(COC(=O)c1cc(-c2ccco2)nc2ccccc12)NCc1ccccc1	-7	-9	5	14	6	-1	4	5	1	6	12
CCCCn1c(N)c(N(CC(C)C)C(=O)CCCc2nc3ccccc3s2)c(=O)[nH]c1=O	-3	23	0	4	-13	5	-12	-13	-3	-5	0
C=CC[C@H](CC(=O)N[C@H](CO)Cc1ccccc1)C(=O)N[C@H](COC(=O)[C@@H](CC=C)Cc1ccc(F)cc1)Cc1c[nH]c2ccccc12	22	-12	10	13	18	5	10	-11	-8	x	9
CCOc1ccccc1NC(=O)C1CC(=O)n2ncnc2N1 (stereo not given)	9	12	-4	-6	-9	2	-8	-3	-12	4	-19
Cn1c(CCN2CCCCC2)nc2cc(NC(=O)C3CCCCC3)ccc21	0	-1	-4	-25	-5	7	-4	-5	2	-6	-19
O=C(C[n+]1cccc2ccccc21)c1ccc(Br)cc1	-5	-8	5	18	-2	-8	19	-8	-47	3	13
CN(C)/C=C1\C(=O)N(c2ccc(Oc3ccccc3)cc2)CS1=O (stereo not given)	-17	-15	10	-1	-7	-11	-23	-5	-15	-16	10
COc1ccc(Br)cc1S(=O)(=O)Nc1cccc(C)n1	-32	-7	6	-15	-8	-4	2	3	15	3	2
O=C(Cn1cnc([N+](=O)[O-])n1)N/N=C/c1ccc(O)cc1O	0	-15	-5	3	52*	6	7	23	7	14	13
COc1ccccc1CNS(=O)(=O)c1ccc2c(c1)N(C(C)=O)CC(C)S2 (stereo not given)	15	20	-1	12	-5	-1	11	-1	-4	12	-1
Cc1ccc(-c2cc(C(=O)Nc3ccc(S(=O)(=O)Nc4onc(C)c4C)cc3)[nH]n2)c(O)c1	-8	-9	14	0	23	2	3	2	-7	-1	8
O=C(c1ccc(OC2CCN(Cc3cccc(OCCO)c3)CC2)cc1)N1CCCC1	-4	12	-3	12	-3	3	-17	6	-6	-1	8
O=C(N/N=C/c1ccc([N+](=O)[O-])cc1)c1cccc(N2CCCC2=O)c1	2	6	-8	-12	5	9	-4	-12	-4	-7	0

3 entries from above, in markdown.
| Compound | Shn3 3UTR inh | CF NFkB block | KKLEB tox | TWEAK-Fn14 inh | C8 TRAIL sens | LMP1 NFkB inh | TROY signal inh | NCOA3 inh | NCOA1 inh | NR2F2 inh | NR5A2 inv ag |
| --- | --- | --- | --- | --- | --- | --- | --- | --- | --- | --- | --- |
| Cc1ccc(-c2nnc(Nc3ccc(O)cc3)c3ccccc23)cc1S(=O)(=O)NCCO | -9 | 5 | -2 | -7 | -13 | 4 | 15 | 10 | -19 | 1 | 9 |
| CCCc1nc(SCC(=O)NCc2ccco2)c2c(=O)n(C)c(=O)n(C)c2n1 | 0 | 9 | 3 | 7 | 32 | 66* | 6 | -25 | -16 | 0 | 13 |
| CN=C(c1ccc([N+](=O)[O-])cc1)N1CCCCC1 | -4 | -4 | 3 | -8 | -8 | 1 | -5 | -8 | 10 | -1 | -14 |

(more compounds)
SMILES	Shn3 3UTR inh	CF NFkB block	KKLEB tox	TWEAK-Fn14 inh	C8 TRAIL sens	LMP1 NFkB inh	TROY signal inh	NCOA3 inh	NCOA1 inh	NR2F2 inh	NR5A2 inv ag
O=C(C1CCCN1C(=O)c1cccs1)N1CCN(Cc2ccc3c(c2)OCO3)CC1 (stereo not given)	-5	2	-2	3	-5	-13	8	16	2	-9	14
O=C(Cn1c(-c2cscn2)nc2ccccc21)Nc1ccc2ccccc2c1	12	-2	-7	-7	-1	-14	-31	0	16	9	-21
Cc1ccc(N2CCN(C(=O)C3CCCN(c4ncnc5c4nc4n5CCCCC4)C3)CC2)c(C)c1 (stereo not given)	37	27	-8	45	30	18	60*	10	-2	0	9
Cc1ccsc1CN(C)C(=O)CN1C(=O)NC(c2ccccc2)(c2ccccc2)C1=O	29	0	-20	23	0	-15	13	9	0	13	-13
CC1CCCN(S(=O)(=O)c2ccc(C(=O)Nc3nnc(-c4ccncc4)o3)cc2)C1 (stereo not given)	13	4	-4	45	40	-3	15	-4	10	0	-1
CC(C)CC(NC(=O)c1ccco1)C(=O)Nc1ccc2c(c1)OCCO2 (stereo not given)	23	-24	5	76*	-13	-10	43	17	-4	1	19
COc1ccc(CN2C(=O)CCC2(C)c2nnnn2-c2ccc3c(c2)OCCO3)cc1OC (stereo not given)	x	x	x	14	3	x	4	x	x	-12	10
CCn1ncc(Br)c1C(=O)Nc1cccc(F)c1	5	-11	6	-11	0	4	5	11	-18	12	7
COc1ccc(N(CC(=O)N2CCN(Cc3ccccc3)CC2)S(C)(=O)=O)cc1Cl	19	2	0	14	-12	-8	-9	-7	20	-5	0
CCN(CC)C(=O)OCc1c(-c2ccccc2)ncc2ccccc12	-58	-1	-8	-7	12	-11	6	-80	-100	-38	-43
COc1ccccc1-n1nnnc1S(=O)(=O)Cc1ccc(Cl)cc1	66	86*	-48	102*	9	31	68*	46	-10	-36	48
CC1CCCC(C(=O)O)N1C(=O)CCSSCCC(=O)N1C(C)CCCC1C(=O)O (stereo not given)	20	-11	-7	-12	-11	-22	0	13	-7	9	-8
NCCCC(=O)N1c2ccccc2Sc2ccc(Cl)cc21	0	13	-12	14	-11	-4	10	0	0	-26	-6
CCCCNC(=O)C1(C)CCN1C(=O)c1ccncc1 (stereo not given)	8	-8	3	-5	-4	x	-4	-10	6	3	6
C[N+](C)(C)C(Cc1ccccc1)C(=O)[O-] (stereo not given)	-24	9	-22	-21	3	0	-19	-10	-1	x	-13
CC(=O)Nc1ccc(N=NN2CCOCC2)cc1	-18	-6	6	-3	-11	-1	2	-20	-34	-33	4
O=C(O)C1CCN(Cc2cccnc2)CC1	15	-2	1	-6	3	2	-6	0	10	4	6
CC(=O)c1ccc(S(=O)(=O)N(C)CC(=O)N2CCCCCC2)cc1	11	6	-3	10	-2	-3	-10	-1	-11	-1	18

Not all compounds are listed (hit frequency here may not be typical).
